# Source: PubChem BioAssay
# TRPV1 ag = activates the human vanilloid receptor TRPV1; activation, % at 8.33 µM; AID 540275; 320,000 tested, 0.19% active; Q8NER1; TRPV1-expressing cells, Fluo-8 calcium influx, agonist mode; in the data active = activation above about 80%; inconclusive = between about 30% and that limit; note: 0% is about no effect
#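 TRPV1-expressing cells were cultured overnight at 35.5C and loaded with Fluo-8 calcium dye for 40 to 90 min at room temperature. After a 10 s baseline, compound was added and calcium influx was read kinetically for 3 min (ex 480/em 520 nm).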
# TCR act = T cell receptor activation | primary human leukocytes, anti-CD3, IL-2 HTRF, 48 h | Potency, µM (highest dose often 9.22 µM), inactives show at the top dose activation of IL-2 secretion, most hits filed as activators | 330,000 tested, under 10 active | AID 504894; note: % of control where 0% means no effect
#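 HTRF read-out of IL-2 secretion: europium cryptate donor excited at 320nm, d2 acceptor emission at 665nm. Cells were primary human leukocytes incubated 48 hr with compounds and a-CD3 beads, supplying TCR signal only.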
# Mito fusion yeast = inhibitors of mitochondrial division or activators of mitochondrial fusion; S. cerevisiae fusion-defective mutant growth rescue, CellTiterGlo 48 h; Potency, µM (doses to about 46.1 µM), without a hit: at the top dose growth rescue (activation), hits mostly activators; 320,000 tested, 0.23% active; AID 485298;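 note: potency is the fitted concentration of half-maximal effect; % of control where 0% means no effect; nearly all actives have a fitted effect of over 45% in size; temperature-sensitive fusion mutants such as fzo1-1 at 37 °C on non-fermentable ethanol glycerol medium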
#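 Growth-rescue viability read-out: after 48 h at the non-permissive 37C in glycerol/ethanol YPEG, yeast mitochondrial fusion mutants are measured by CellTiterGlo luminescence; compounds (23 nl pinned per well) restoring growth score as division inhibitors or fusion activators.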
# Eya2 phos inh = inhibitors of human Eya2 phosphatase activity; O00167; recombinant Eya2, OMFP fluorescence dephosphorylation (OMFP is methylfluorescein phosphate); Potency, µM (top dose mostly 76.9 µM), without a hit: top-dose activity, negative = inhibition, most hits filed as inhibitors; 330,000 tested, 0.006% active; note: potency is the fitted concentration of half-maximal effect; % is set by controls: 0 for no effect and ±100 for the full control effect
# Target sequence (O00167 whole entry, looked up): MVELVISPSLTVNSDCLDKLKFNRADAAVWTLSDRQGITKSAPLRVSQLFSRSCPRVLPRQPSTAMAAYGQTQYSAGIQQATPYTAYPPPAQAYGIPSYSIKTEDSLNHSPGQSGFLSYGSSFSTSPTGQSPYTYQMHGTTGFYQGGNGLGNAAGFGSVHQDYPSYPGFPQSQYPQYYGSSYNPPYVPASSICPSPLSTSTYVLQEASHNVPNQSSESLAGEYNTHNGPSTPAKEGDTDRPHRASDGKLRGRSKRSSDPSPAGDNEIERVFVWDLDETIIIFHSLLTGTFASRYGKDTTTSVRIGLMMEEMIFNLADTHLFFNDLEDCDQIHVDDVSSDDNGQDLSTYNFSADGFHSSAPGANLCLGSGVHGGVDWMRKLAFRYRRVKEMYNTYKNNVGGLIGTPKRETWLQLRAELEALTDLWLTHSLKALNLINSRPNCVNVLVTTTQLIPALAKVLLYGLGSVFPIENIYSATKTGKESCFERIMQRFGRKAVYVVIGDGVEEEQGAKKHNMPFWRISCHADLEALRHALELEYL
#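 Eya2 protein (added as 0.2 uM solution) was preincubated with compound for 10 min at ambient temperature in 50 mM HEPES pH 7.5, 50 mM NaCl, 5 uM MgCl2, 0.05% BSA, 1 mM DTT. OMFP (added at 50 uM) then reacted 10 min; fluorescence read at 485/525 nm.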
# KCNH2 3.1 inh = blocks the human KCNH2 3.1 channel isoform; U2OS KCNH2 3.1, thallium flux FluxOr; active compounds read low; activity change, % (tested at about 1.8 µM); 340,000 tested, 0.95% active; AID 720553;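 active = maximum activity change below -70%; inconclusive = maximum activity change from -70% to -50%; inactive = maximum activity change above -50%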;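 note: thallium influx rate constant from kinetic fluorescence after stimulation buffer; % is set by controls: 0 for no effect and ±100 for the full control effect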
#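 Virally transduced U2OS (3.1 isoform, 4 h infection in dark at RT) → overnight 37 C → FluxOr + Red40 in HBSS/HEPES, 45 min → stimulation buffer, 2 min kinetic read → rate constant vs DMSO controls.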
# USP2a inh = inhibitors of human ubiquitin-specific protease USP2a; Potency, µM (highest dose often 38.3 µM), for inactives: at the top dose activity change, negative = inhibition, hits mostly inhibitors; O75604; USP2 core, Ub-CHOP2 coupled fluorogenic reporter, 485/531; 330,000 tested, 0.01% active; AID 463254;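 note: potency is the fitted concentration of half-maximal effect; plate controls were DMSO wells for no effect and full inhibition by NEM control for full effect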
#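 Cell-free coupled assay: 10nM USP2 core preincubated 30min RT with compound in Tris-HCl pH 8.0/CaCl2/CHAPS buffer, then 25nM Ub-CHOP2 and 25nM reporter substrate; fluorescence (Ex 485/Em 531) read after 60min RT, normalized to NEM inhibition, concentration-response curves fitted.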
# AT treatment = potential ataxia-telangiectasia treatments restoring KAP-1 phosphorylation; […] A-T fibroblasts, KAP-1 phosphorylation AlphaLISA; neocarzinostatin DNA damage 30 min before lysis; Potency, µM (doses to about 57.5 µM), for the others: top-dose activation, hits mostly activators; 320,000 tested, 0.19% active; note: potency is the fitted concentration of half-maximal effect; % of control where 0% means no effect; nearly all actives have a fitted effect of over 45% in size
#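 hTERT-immortalized A-T patient fibroblasts ([…]), 500 cells/well in OPTI-MEM, 1% FBS, got compounds for 60 min, then NCS for 30 min at 37C. Lysates were then assayed for phospho-KAP-1 by AlphaLISA (anti-pKAP1 donor, anti-KAP1 acceptor beads), 6 hr at 25C.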
# ELG1 DNA repair = inhibitors of ELG1-dependent DNA repair in HEK293T cells | HEK293T ELG1-luciferase reporter, luminescence, 16 h; DNA damage induced by 5-fluorouridine | Potency, µM (top dose mostly 46.1 µM), inactives show at the highest dose activity change, negative = inhibition, hits mostly inhibitors | 330,000 tested, 2.3% active | AID 504467; note: potency is the fitted concentration of half-maximal effect; % is set by controls: 0 for no effect and ±100 for the full control effect; nearly all actives have a fitted effect of over 55% in size
#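 5-Fluorouridine DNA damage + compound/DMSO, 2,000 cells/well, 16 h, 37 °C/5% CO2. ONE-Glo, 30 min RT, luminescence. Readout = decrease in reporter signal.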
# TSHR antag = antagonists of human thyroid stimulating hormone receptor; AID 504810; 330,000 tested, 0.2% active; TSHR-expressing cells, TSH-stimulated cAMP HTRF, 2 h; active compounds read low; P16473; activity change, negative = inhibition, % at 11.5 µM;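 active = activity change below a set negative limit, meaning inhibition stronger than a set level, cut at about -70% in these data; inconclusive = activity change between two set negative limits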; note: % is set by controls: 0 for no effect and ±100 for the full control effect
#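 Read-out is FRET at 665 nm (cryptate excitation 337 nm) from a cryptate-tagged anti-cAMP antibody, competed by cell cAMP against cAMP-d2. Compounds are tested on freshly harvested TSHR cells challenged with 4nM TSH (EC80) for 2 hours at 37 deg C.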
# hERG WT inh = inhibitors of human wildtype KCNH2 potassium channel. U2OS, BacMam KCNH2, thallium flux FluxOr; active compounds read low. Q12809. activity change, % at 1.84 µM. AID 720551. 340,000 tested, 0.37% active;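 active = maximum activity change below -70%; inconclusive = maximum activity change between -70% and -50%; inactive = maximum activity change above -50%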; note: % is set by controls: 0 for no effect and ±100 for the full control effect
#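 U2OS cells transduced with wild-type KCNH2 virus are loaded with FluxOr dye for 45 min, and thallium flux is measured in kinetic reads before and after stimulation buffer. Rate constants are normalized to DMSO controls.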
# Numbers without * were called inactive; u = inconclusive; x = no result given; [ ] = another dose, or the depositor's remark. Unless noted, calls come from the whole dose curve; as a rule, active = well fitted curve in the direction sought with a large enough effect; inconclusive = small, poorly fitted or top-dose-only effect, or another doubt; inactive = no such curve, though single readings can be large; an effect the other way counts as inactive or inconclusive.
# Preview:
SMILES,TRPV1 ag,TCR act,Mito fusion yeast,Eya2 phos inh,KCNH2 3.1 inh,USP2a inh,AT treatment,ELG1 DNA repair,TSHR antag,hERG WT inh
Cc1ccc(NC(=O)c2ncn(CC(=O)NCc3nc4ccccc4[nH]3)n2)cc1C,x,1%[46.1 µM],x,6%,5,0%,2%,u,17,-13
CCOc1cc(CNn2c(C)nnc2SCC(=O)NC(C)(C)C)ccc1OCC(=O)NC(C)(C)C,0,-1%,0%,-8%,16,1%,3%,u,0,1

# Main list (from the top)
SMILES,TRPV1 ag,TCR act,Mito fusion yeast,Eya2 phos inh,KCNH2 3.1 inh,USP2a inh,AT treatment,ELG1 DNA repair,TSHR antag,hERG WT inh
Cc1ccc(NC(=O)c2ncn(CC(=O)NCc3nc4ccccc4[nH]3)n2)cc1C,x,1%[46.1 µM],x,6%,5,0%,2%,u,17,-13
CCOc1cc(CNn2c(C)nnc2SCC(=O)NC(C)(C)C)ccc1OCC(=O)NC(C)(C)C,0,-1%,0%,-8%,16,1%,3%,u,0,1
CCOC(CCn1c(SCc2cccc([N+](=O)[O-])c2)nc2ccccc2c1=O)OCC,4,-1%[46.1 µM],14%,-15%,-7,1%,5%,u,-9,1
CC1CCc2sc(C(=O)OC(C)C(=O)Nc3ncc(Cl)cc3Cl)cc2C1 (stereo not drawn),-2,0%[46.1 µM],5%,2%,x,-5%,2%,10%,43,x
Cc1nc(-c2cccc(NC(=O)C3CCCCC3)c2)cs1,-2,-8%,7%,0%,1,1%,7%,u,1,15
O=[N+]([O-])c1cc(-c2ncccn2)c([N+](=O)[O-])s1,1,-1%,-7%,-10%,-8,-1%,-13%,u,-9,16
CCCN1CCn2c3c(c4cc(Br)ccc42)CCCC31 (stereo not drawn),1,11%,-22%,10%,-16,1%,7%,4%,-3,x
COc1cc([N+](=O)[O-])ccc1NC(=O)COC(=O)C=C(C)C,0,-4%,3%,-6%,-25,1%,4%,-3%,5,5
COC(=O)c1cc(S(=O)(=O)N2CCN(Cc3ccccc3)CC2)c[nH]1,11,-4%,u,3%,5,2%,2%,-1%,4,4
N#C/C(=C/c1ccc(-c2cc([N+](=O)[O-])ccc2Cl)o1)C(N)=O,4,1%,2%,1%,-12,6%,29%,-10%,3,-5
N#Cc1ccc(NC(=O)CSc2nc3[nH]c(=O)cc(O)c3s2)cc1,0,x,7%,1%,6,-10%,5%,15%,17,-2
O=C(Nc1ccccc1Sc1ccccc1)C1CCCO1 (stereo not drawn),-6,4%,17%,1%,5,-1%,8%,9%,-4,9
O=C(CCSCc1cccc(F)c1)NCc1ccc(F)cc1,u,-5%,11%,6%,-5,1%,-5%,14%,-8,2
CC[C@]12c3[nH]c4ccc(OC)cc4c3CCN1C(=O)C(CC(=O)NCC13CC4CC(CC(C4)C1)C3)C[C@@H]2C(=O)N1CCN(C(=O)c2ccco2)CC1 (stereo partly drawn),x,-3%[46.1 µM],x,0%,-7,2%,-22%,-25%,-13,-21
Cc1ccc(NC(=O)Cn2ncc3c([nH]c4ccccc43)c2=O)cc1Cl,-2,2%,13%,-13%,7,2%,0%,3%,-70*,-11

# Single entries from the results shown.
# Result for `Cc1ccc(NC(=O)Cn2ncc3c([nH]c4ccccc43)c2=O)cc1Cl` under Mito fusion yeast: 13%
# Result for `N#C/C(=C/c1ccc(-c2cc([N+](=O)[O-])ccc2Cl)o1)C(N)=O` under KCNH2 3.1 inh: -12
# Result for `O=C(CCSCc1cccc(F)c1)NCc1ccc(F)cc1` under Mito fusion yeast: 11%

# A stretch taken from the entries so far, for reference:
SMILES,TRPV1 ag,TCR act,Mito fusion yeast,Eya2 phos inh,KCNH2 3.1 inh,USP2a inh,AT treatment,ELG1 DNA repair,TSHR antag,hERG WT inh
N#Cc1ccc(NC(=O)CSc2nc3[nH]c(=O)cc(O)c3s2)cc1,0,x,7%,1%,6,-10%,5%,15%,17,-2
O=C(Nc1ccccc1Sc1ccccc1)C1CCCO1 (stereo not drawn),-6,4%,17%,1%,5,-1%,8%,9%,-4,9
O=C(CCSCc1cccc(F)c1)NCc1ccc(F)cc1,u,-5%,11%,6%,-5,1%,-5%,14%,-8,2
CC[C@]12c3[nH]c4ccc(OC)cc4c3CCN1C(=O)C(CC(=O)NCC13CC4CC(CC(C4)C1)C3)C[C@@H]2C(=O)N1CCN(C(=O)c2ccco2)CC1 (stereo partly drawn),x,-3%[46.1 µM],x,0%,-7,2%,-22%,-25%,-13,-21

# Following part.
SMILES,TRPV1 ag,TCR act,Mito fusion yeast,Eya2 phos inh,KCNH2 3.1 inh,USP2a inh,AT treatment,ELG1 DNA repair,TSHR antag,hERG WT inh
CCOC(=O)C1=CN(CC)S(=O)(=O)NC1c1cccc(OC)c1 (stereo not drawn),x,0%[46.1 µM],x,1%,1,3%,3%,18%,-6,21
Cc1cc(C)n(C(=O)CCN2C(=O)c3ccccc3C2=O)n1,2,9%,5%,-6%,8,2%,x,5%,-15,-3
CCN(CC(=O)Nc1cccc(C#N)c1)CC(=O)Nc1cccc(OC)c1,4,5%,-7%,-2%,-7,-1%,16%,-8%,-11,-2
O=C(NCc1cccc(Cl)c1)c1ccc(-c2csnn2)cc1,3,2%,-4%,-32%,-1,0%,-6%,0%,4,6
CCOC(=O)c1ccc(NS(=O)(=O)c2ccc3c(c2)NC(=O)CCS3)cc1,4,-126%,2%,8%,-6,0%,-8%,-4%,-10,3
O=C1c2ccccc2C(=O)N1CCc1nc2ccccc2c(=O)n1CCCn1ccnc1,-3,-4%,0%,8%,0,3%,5%,1%,12,8
Cc1cccc(OCC(=O)OC(C)C(=O)Nc2ccc(S(=O)(=O)N3CCCCC3)cc2)c1 (stereo not drawn),5,-4%,u,19%,-7,-2%,22%,-4%,x,0
Cc1ccc(C(=O)NC2=NCCS2)cc1,4,x,5%,1%,x,0%,8%,u,6,x
CCOc1ccccc1NC1=NC2CS(=O)(=O)CC2S1 (stereo not drawn),-1,-9%,1%,4%,26,-2%,3%,5%,11,3
COC(=O)c1ccc(C2C(Oc3ccc(OC)cc3)C(=O)N2CCc2ccc(OC)c(OC)c2)cc1 (stereo not drawn),-1,-1%[46.1 µM],9%,-13%,-11,-1%,4%,u,9,17
O=C(O)C1(c2ccccc2)CCN(S(=O)(=O)c2ccc(Cl)s2)CC1,-3,2%,2%,-1%,-10,0%,-6%,-8%,18,4
Clc1ccc(-c2nc(-c3cnccn3)no2)cc1,9,2%,2%,0%,2,-1%,3%,u,-7,3
Cn1c(NC(=O)c2cc(Cl)ccc2Cl)cc(=O)n(C)c1=O,x,5%,3%,11%,1,0%,15%,17%,12,7
Nc1nonc1C(=O)NCCNc1ncccc1[N+](=O)[O-],1,3%,5%,-6%,19,2%,-1%,10%,5,-5
Cc1ccc(S(=O)(=O)NCC(=O)N(CC(=O)NCc2ccco2)Cc2ccc3c(c2)OCO3)cc1,0,6%,1%,25%,18,2%,16%,-2%,-6,-1
CCOC(=O)c1cccc(NC(=S)NCc2ccc(C)cc2)c1,u,10%,-1%,-7%,-29,5%,2%,10%,4,-4
O=C(Nc1ccccc1Cl)c1ccc(COc2ccc3c(c2)CCC3)cc1,1,-1%[46.1 µM],-1%,3%,-10,3%,5%,u,-19,10
CCc1ncc(CN2CCC(C(=O)Nc3ccc(-n4nc(C)cc4C)cc3)CC2)cn1,-2,-5%,0%,1%,-14,3%,11%,-21%,-2,9
Cc1ccc(C(=O)NC(=S)Nc2ccc(CN3CCOCC3)cc2)cc1,1,-3%,-11%,-4%,-42,-1%,1%,1%,-6,1
O=c1[nH]c(SCC2CCCCO2)nc2ccccc12 (stereo not drawn),9,-2%,-2%,-9%,10,6%,8%,u,-7,0
O=C(CN(C(=O)c1csnn1)c1cccc2ccccc12)NCc1ccccc1,0,7%,0%,1%,-7,0%,6%,-4%,2,0
CCOC(=O)c1c(NC(=O)c2ccnn2C)sc(C)c1C,6,-2%[46.1 µM],2%,-1%,-1,4%,1%,6%,3,4
CCC(C)(C)NC(=O)CN(C(=O)C(=O)Nc1ccc2c(c1)OCCO2)C(C)(C)CC,30,-7%,2%,-4%,-9,2%,-3%,-3%,3,-3
O=C(COC(=O)c1ccc2c(c1)C(=O)N(Cc1ccncc1)C2=O)Nc1ccccc1[N+](=O)[O-],28,3%[46.1 µM],-5%,-2%,11,2%,-6%,8%,-17,0
COc1ccc(Nc2nnc(SCC(=O)c3cc4ccccc4o3)s2)cc1,14,7%,11%,22%,-4,2%,-27%,u,22,-4

# An excerpt (hit frequency here may not be typical).
